Compound activity: PubChem BioAssay, several laboratories
STAT3 act: IL-6 driven STAT3 reporter potentiators, primary screen, U3A cells, luciferase, luminescence, MLSCN library; IL-6 STAT3-luciferase reporter; 100% = signal with IL-6 EC80 alone; AID 871, 2007; activation (% of control), % at 5.6 µM; 190,000 compounds, 0.91% hits;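 active means activation above the screen-wide mean of compound activation plus 3 SD, cut at about 130% in these data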;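 further: 0% = background luminescence of wells with medium and substrate only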
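Test system: human U3A cells carrying STAT3-luciferase construct; control set: IL-6-only wells as 100% reference; timing: compound pre-incubation 1 h before IL-6, then 6 h stimulation at 37 °C; also added: IL-6 stimulus at 33 ng/mL final; evaluation: % activation versus median of IL-6-stimulated wells; detection: reporter luminescence signal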
NF-kB neuron act: activators of NF-kB expression in neurons, primary screen, cell-based, HTS. human neuronal cells, NF-kB reporter expression; hits give high values. 190,000 compounds, 1.6% hits. fold change at 12.5 µM; in the data active means fold change above about 3.3
STAT1 blocker: STAT1 signaling inhibitors, primary screen, cell-based, HTS, luciferase reporter. AID 920, 2007. inhibition, % at 5.5 µM. 200,000 compounds, 0.35% hits. NIH 3T3 STAT1-luciferase reporter, IFN-gamma, luminescence;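 active means inhibition above a set limit, the mean inhibition across all tested compounds plus 3 SD, cut at about 34% in these data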;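 further: 0% = IFN-gamma with DMSO and 100% = IFN-gamma with 300 µM nifuroxazide; values of inactives mirror those of a sister screen read the other way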
TLR4 MyD88 comp: inhibitors of TLR4-MyD88 association in cells, primary screen, cell-based, HeLa CL3-4, BLA complementation, FRET ratio. 200,000 compounds, 0.18% hits. inhibition, % at 8.4 µM. Toll-like receptor 4 (Homo sapiens) + Myeloid differentiation primary response protein …. HeLa CL3-4 TLR4/MyD88 BLA complementation. AID 861, 2007; in the data active means inhibition above about 25%;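 further: 0% = vehicle and 100% = reference inhibitor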
Target sequence (O00206 whole entry, looked up): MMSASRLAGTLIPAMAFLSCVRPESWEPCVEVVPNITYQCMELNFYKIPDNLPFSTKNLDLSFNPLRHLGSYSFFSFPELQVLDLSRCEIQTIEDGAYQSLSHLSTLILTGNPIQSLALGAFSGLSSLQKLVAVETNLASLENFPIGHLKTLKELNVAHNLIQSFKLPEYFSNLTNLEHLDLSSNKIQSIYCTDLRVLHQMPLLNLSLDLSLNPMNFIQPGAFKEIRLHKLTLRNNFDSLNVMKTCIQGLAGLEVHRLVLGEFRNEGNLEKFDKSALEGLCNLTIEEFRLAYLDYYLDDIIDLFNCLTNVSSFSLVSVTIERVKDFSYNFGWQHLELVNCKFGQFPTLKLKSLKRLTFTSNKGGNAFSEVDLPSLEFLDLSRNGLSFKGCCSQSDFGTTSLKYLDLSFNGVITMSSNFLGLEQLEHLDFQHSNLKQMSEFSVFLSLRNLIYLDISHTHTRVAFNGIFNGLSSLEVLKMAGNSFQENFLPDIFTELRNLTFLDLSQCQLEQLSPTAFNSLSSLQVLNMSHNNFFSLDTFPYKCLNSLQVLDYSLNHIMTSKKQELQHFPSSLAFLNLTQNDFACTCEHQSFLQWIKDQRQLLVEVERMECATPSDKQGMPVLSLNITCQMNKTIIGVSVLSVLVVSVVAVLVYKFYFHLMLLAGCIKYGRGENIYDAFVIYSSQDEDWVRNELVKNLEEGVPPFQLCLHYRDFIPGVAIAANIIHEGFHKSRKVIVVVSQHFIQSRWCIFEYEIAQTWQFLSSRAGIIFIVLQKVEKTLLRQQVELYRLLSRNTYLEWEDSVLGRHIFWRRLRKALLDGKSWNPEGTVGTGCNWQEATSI
Target sequence (Q99836 whole entry, looked up): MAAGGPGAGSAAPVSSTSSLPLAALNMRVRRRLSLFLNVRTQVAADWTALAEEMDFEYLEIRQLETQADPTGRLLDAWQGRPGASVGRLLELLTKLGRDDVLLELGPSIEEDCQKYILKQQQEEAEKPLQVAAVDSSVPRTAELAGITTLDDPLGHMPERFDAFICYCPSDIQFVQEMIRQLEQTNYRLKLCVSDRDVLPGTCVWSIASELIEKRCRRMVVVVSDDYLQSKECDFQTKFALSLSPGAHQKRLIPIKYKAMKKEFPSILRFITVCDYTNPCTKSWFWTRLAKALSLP
DTT redox prof: compounds producing H2O2 with reducing agent – biochemical, NIH compound library profiling, artefact control for MLSCN library redox annotation, primary screen; DTT-dependent redox cycling H2O2, phenol red/HRP absorbance; 100% = 100 µM peroxide control, 0% = buffer; activation, % at 10 µM; 200,000 compounds, 0.03% hits; AID 878, 2007;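 active means activation of at least 50% relative to the plate's high and low controls in the primary single-dose screen; inactive means activation below 50%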;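 further: compound incubated with DTT at 0.8 mM final as the reducing agent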
STAT1 activator: STAT1 signaling activators, primary screen, cell-based, HTS, luciferase reporter | NIH 3T3 STAT1-luciferase reporter, IFN-gamma, luminescence; 100% = IFN-gamma alone, no compound | activation (% of control), % at 5.5 µM | 200,000 compounds, 2.6% hits | AID 932, 2007;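 active means activation above the screen-wide mean activation plus 3 SD, cut at about 130% in these data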;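 further: raw ratio to IFN-gamma control signal so 100% means no change and 0% no light; values of inactives mirror those of a sister screen read the other way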
Efa HMGR inh: inhibitors of E. faecalis class II HMGR, primary screen, biochemical, Enterococcus faecalis; HMG-CoA reductase (Enterococcus faecalis, mvaE); purified E. faecalis HMGR, NADPH absorbance 340 nm kinetic; inhibition, % at 10 µM; 190,000 compounds, 0.41% hits;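 active means inhibition above a set limit, the median over all tested compounds plus 3 SD, cut at about 9.5% in these data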;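 further: enzyme runs in reverse so mevalonate oxidation gives rising NADPH absorbance; 0% = complete reaction with DMSO and 100% = background rate lacking mevalonate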
Hsp70 activator: Hsp70 transcriptional activators, primary screen, cell-based, HeLa, Hsp70 promoter luciferase, luminescence, 10 µM; HeLa Hsp70 promoter luciferase reporter; scaled: vehicle 0, proteasome-inhibitor control 100%; activation, % at 10 µM; 200,000 compounds, 0.04% hits;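 active means activation above the mean across all tested compounds plus 3 SD, cutoff set per campaign, cut at about 5.5% in these data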;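 further: 100% = MG132 at 30 µM as the positive control and 0% = DMSO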
APP 5'UTR act: activators of APP 5'UTR luciferase reporter, primary screen, SH-SY5Y cells; SH-SY5Y APP 5'UTR luciferase reporter, luminescence; zero percent = DMSO vehicle wells; activation, % at 2 µM; 190,000 compounds, 1% hits; AID 1276, 2008;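 active means activation above a set limit, based on mean plus 3 SD of controls, cut at about 140% in these data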; further: values of inactives mirror those of a sister screen read the other way
STAT3 inh: IL-6 driven STAT3 reporter inhibitors, primary screen, U3A cells, luciferase, luminescence, MLSCN library; IL-6 STAT3-luciferase reporter; host cell line lacks STAT1; inhibition, % at 5.5 µM; 190,000 compounds, 0.89% hits; AID 862, 2007;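 active means inhibition above the mean inhibition across all screened compounds plus 3 SD, cut at about 44% in these data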;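 further: 0% = DMSO only wells and 100% = 100 µM nifuroxazide control wells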
An asterisk follows results filed as active; . = not tested or not shown.

SMILES	STAT3 act	NF-kB neuron act	STAT1 blocker	TLR4 MyD88 comp	DTT redox prof	STAT1 activator	Efa HMGR inh	Hsp70 activator	APP 5'UTR act	STAT3 inh
COc1ccc(/C=C/C(=O)NC(=S)NNC(=O)Cc2cccs2)cc1	104	0.88	3	15	-1.3	97	-5	-0.4	27	1
COc1cccc(OC)c1C(=O)NNC(=O)c1ccc(F)cc1	98	1.1	-8	3	0.6	105	-6	-0.2	15	6
O=C(Nc1cc(C(F)(F)F)ccc1N1CCOCC1)c1cncc(Br)c1	99	0.99	-4	-4	-1.0	102	-1	-0.1	-24	6
O=C(Oc1ccc(Cl)c2ccccc12)N1CCCCC1	102	1.5	-3	-18	-1.5	103	0	-0.2	10	0
CC(C(=O)Nc1ccccc1C(=O)O)n1c(C(F)(F)F)nc2ccccc21 (configuration not stated)	95	1.2	4	3	0.7	95	-5	-0.2	-8	13
CCCCCNC(=O)CCc1ccccc1	96	1.1	-2	-12	3.0	102	-3	-0.1	-3	9
COc1ccc(C)cc1NC(=S)NC(C)c1ccc(OC)c(OC)c1 (configuration not stated)	106	0.78	2	-16	0.3	96	-4	-0.1	2	0
CCn1c(=O)[nH]c2cc(C(=O)N3CCN(c4ccccc4)CC3)ccc2c1=O	101	1.2	-8	-7	0.3	107	-3	-0.2	14	2
CCOC(=O)c1nn(-c2ccc(C)cc2)cc1O	88	4.1*	-9	0	0.0	108	-2	-0.1	137*	19
CSc1ccc(S(=O)(=O)NC(C)c2ccccc2)cc1 (configuration not stated)	103	1.1	10	-9	-0.6	91	-2	0.0	-2	6
Cc1ccc(NC(=O)C2CCN(c3nc(C)cc(C)n3)CC2)cc1	105	1.1	-7	-4	-0.2	105	0	-0.2	-11	-1
Cc1cc2cc(CNC(=O)c3ccc4c(c3)OCO4)ccc2[nH]1	105	.	-10	2	4.0	109	.	-0.1	24	-1
Cc1ccc(-n2c(CSc3nc(C)cc(C)n3)nnc2SCC(=O)N2CCCC2)cc1	99	0.92	0	-6	2.0	100	3	-0.1	5	5
CC(=O)Nc1ccc(-c2cc(-c3ccc(NC(C)=O)cc3)nc(-c3ccccc3)n2)cc1	94	1.1	0	8	2.0	100	-5	0.0	-7	18
c1ccc(SCc2cc(-c3ccccc3)no2)cc1	97	2.1	-70	-10	-0.4	162*	-5	-0.1	116	14
CCCC/C(O)=C1\C(=O)CC(C)(C)CC1=NCCCCCC(=O)O	98	1.1	1	-15	-0.8	98	-1	-0.2	2	4
Fc1ccc(C(c2nnnn2Cc2cccs2)N2CCN(C3CCCCC3)CC2)cc1 (configuration not stated)	101	0.85	-6	7	2.5	105	2	-0.1	7	0
O=C1c2ccccc2C(Nc2ccc(F)c(Cl)c2)N1c1ccccn1 (configuration not stated)	97	1.1	-8	7	-0.7	107	-3	-0.1	-15	12
O=C(Nc1ccc2c(c1)OCCO2)c1cnccn1	96	2.3	-23	-19	-2.1	122	-5	0.0	100	6
NC1=C([N+](=O)[O-])C(c2ccccc2)C2=C(CCCC2=O)O1 (configuration not stated)	95	1	-6	6	-0.3	106	5	0.2	-9	5
CCOC(=O)c1c(-c2cccs2)csc1NC(C)=O	104	1.1	3	-2	-0.7	101	-8	0.7	17	-4
CC1(C)CC(C2N3CC4(C)CN2CC(C)(C3)C4=O)CCO1 (configuration not stated)	101	1.1	7	-12	1.5	93	-4	-0.4	-2	2
Nc1ncnc(Nc2cccc(Cl)c2Cl)n1	83	1.4	-14	-4	-0.1	112	9	-0.2	-3	22
FC(F)(F)c1cc(-c2ccco2)nc2ncnn12	91	1.2	3	5	0.2	98	-2	0.0	7	14
COc1ccccc1-c1cn(C(C)(C)C)nc1C	94	1.1	-1	-1	-1.6	101	1	-0.3	-8	12

Some entries already given, reduced to NF-kB neuron act.
| structure | NF-kB neuron act |
| --- | --- |
| c1ccc(SCc2cc(-c3ccccc3)no2)cc1 | 2.1 |
| CCCC/C(O)=C1\C(=O)CC(C)(C)CC1=NCCCCCC(=O)O | 1.1 |

Later entries.
SMILES	STAT3 act	NF-kB neuron act	STAT1 blocker	TLR4 MyD88 comp	DTT redox prof	STAT1 activator	Efa HMGR inh	Hsp70 activator	APP 5'UTR act	STAT3 inh
CC(C)c1ccc(/C=N/NC(=O)CN(c2cccc(Cl)c2Cl)S(C)(=O)=O)cc1	103	1	1	-1	-3.4	99	-7	-0.2	-11	2
Cc1ncoc1C(=O)Nc1ncc([N+](=O)[O-])s1	76	2.4	-47	-24	-0.7	142*	-3	0.0	78	36
O=C(/C=C/c1cccs1)c1cc(F)ccc1OC(=O)N1CCOCC1	108	.	1	-3	-3.6	99	.	-0.2	11	-4
O=C(O/N=C1/CCCc2occc21)c1ccc(F)cc1	97	1.4	-15	-9	-1.5	114	0	-0.1	-19	5
O=C(Nc1ccccc1)c1ccccc1OCc1ccc(S(=O)(=O)N2CCOCC2)cc1	96	1.2	-3	0	-0.5	102	-1	-0.1	8	6
CC(C)(SC(=S)N1CCCCCC1)C(=O)O	96	1	-2	-3	-0.3	100	0	-0.2	-12	8
COc1ccc(CCN2C(=O)CCC2(C)C(=O)NCc2cccnc2)cc1OC (configuration not stated)	98	1.3	0	-10	2.0	100	1	-0.5	-14	4
CCOC(=O)n1c(=O)n(C)c2ccc(Cl)cc21	87	1.3	1	-1	9.9	99	-5	-0.3	3	17
CCOC(=O)Cn1c(=O)oc2cc(S(=O)(=O)NCc3cccs3)ccc21	104	1.1	-7	7	0.3	106	5	-0.2	2	4
COc1ccc(/C=C/C(=O)Nc2ccccc2)cc1OC	95	2.9	-53	10	-0.1	152*	-4	-0.1	80	10
COc1ccccc1N1CCN(C(=O)c2cn(-c3ccccc3)nc2-c2cccnc2)CC1	109	0.58	-5	8	-1.9	105	2	-0.1	-4	-6
Cc1nc(NC(=O)c2ccccc2)sc1-c1csc(Nc2cccc(F)c2)n1	91	1.4	-22	-1	12	120	-9	0.0	31	13
CC(C)NC(=O)c1ccc2c(c1)nnn2C	92	1.3	-1	2	0.4	100	-13	-0.2	-24	13
O=C(COC(=O)/C=C/c1ccccc1[N+](=O)[O-])NC1CC1	149*	0.82	13	-16	0.0	86	2	-0.1	8	-44
Cc1ccc(CNC(=O)c2cc(COc3c(F)cccc3F)on2)s1	87	0.97	3	6	-0.4	97	-7	-0.2	-1	21
Cc1c(Br)c([N+](=O)[O-])nn1CC(=O)Nc1c(C)n(C)n(-c2ccccc2)c1=O	99	0.91	-3	-13	-0.5	102	-4	-0.2	-2	0
O=C(CSc1nc2ccccc2[nH]1)N1CCN(C(=O)c2ccco2)CC1	97	1.3	6	-9	-0.5	95	-1	-0.4	4	3
Brc1ccc(-c2nnc3sc(CNC4CCCC4)cn23)cc1	101	1.1	-2	-4	1.7	101	4	0.3	8	-2
O=C(NC1CCCCC1)C1CCN(c2cnccn2)CC1	102	1.2	0	9	1.3	100	2	-0.1	9	3
O=c1cccc2n1Cc1cc3ccccc3nc1-2	94	3.1	-38	-1	0.8	135*	-1	0.0	67	4
CN(CCCNC(=O)C1CCC(=O)N1Cc1ccccc1Cl)c1ccccc1 (configuration not stated)	100	1.2	12	-8	0.1	89	1	-0.2	2	4
CCN(CC)C(=O)c1ccccc1NC(=O)c1cccc(S(=O)(=O)N(CC)CC)c1	96	1.1	-5	-2	0.2	105	-2	0.1	-13	12
COc1cccc(N2CC(C(=O)OC(C)C(=O)c3ccccc3)CC2=O)c1 (configuration not stated)	105	0.94	2	1	-0.5	98	-3	0.0	0	-4
COc1ccccc1NC1=NC(C)(C)N=C(N)N1	93	1.2	12	-7	1.6	89	-8	-0.1	-9	12
CCOC(=O)C1(CC2CCCCO2)CCN(Cc2nccn2-c2cccc(C)c2)CC1 (configuration not stated)	105	1.1	4	-7	-0.1	94	-5	-0.1	-1	-1

Compounds above that contain a COOH group:
SMILES	STAT3 act	NF-kB neuron act	STAT1 blocker	TLR4 MyD88 comp	DTT redox prof	STAT1 activator	Efa HMGR inh	Hsp70 activator	APP 5'UTR act	STAT3 inh
CC(C(=O)Nc1ccccc1C(=O)O)n1c(C(F)(F)F)nc2ccccc21 (configuration not stated)	95	1.2	4	3	0.7	95	-5	-0.2	-8	13
CCCC/C(O)=C1\C(=O)CC(C)(C)CC1=NCCCCCC(=O)O	98	1.1	1	-15	-0.8	98	-1	-0.2	2	4
CC(C)(SC(=S)N1CCCCCC1)C(=O)O	96	1	-2	-3	-0.3	100	0	-0.2	-12	8

2 of these compounds, set out differently:
Compound | STAT3 act | NF-kB neuron act | STAT1 blocker | TLR4 MyD88 comp | DTT redox prof | STAT1 activator | Efa HMGR inh | Hsp70 activator | APP 5'UTR act | STAT3 inh
Cc1ncoc1C(=O)Nc1ncc([N+](=O)[O-])s1 | 76 | 2.4 | -47 | -24 | -0.7 | 142* | -3 | 0.0 | 78 | 36
Cc1ccc(CNC(=O)c2cc(COc3c(F)cccc3F)on2)s1 | 87 | 0.97 | 3 | 6 | -0.4 | 97 | -7 | -0.2 | -1 | 21

Additional structures follow:
SMILES	STAT3 act	NF-kB neuron act	STAT1 blocker	TLR4 MyD88 comp	DTT redox prof	STAT1 activator	Efa HMGR inh	Hsp70 activator	APP 5'UTR act	STAT3 inh
Cc1ccc([N+](=O)[O-])cc1N=Nc1c(-c2ccc([N+](=O)[O-])cc2)[nH]n(C(N)=S)c1=O	65	0.51	35*	7	-1.7	67	-2	-0.2	-24	46*
CC1CCN(C(=S)Nc2ccc(F)cc2)CC1	97	1.4	1	-2	0.0	99	-2	-0.3	-6	7
CCOC(=O)Nc1ccc2nc3n(c(=O)c2c1)CCCCC3	100	1.2	-16	13	-1.0	113	-2	1.0	32	4
COCCCNS(=O)(=O)c1ccc2c(c1)CCN2C(C)=O	100	0.98	-4	6	-0.1	98	2	-0.3	-6	0
COc1ccc(NC(=O)N2CCCC2C(=O)Nc2ccc(C)c(Cl)c2)cc1 (configuration not stated)	99	1.1	2	-15	1.8	98	-8	0.1	0	4
CCCCOc1ccccc1C1NC(=O)NC(C)=C1C(=O)OCCOCC (configuration not stated)	106	0.93	-8	3	1.2	108	-4	0.2	9	-4

Reprinted at random: 2 compounds from above
SMILES	STAT3 act	NF-kB neuron act	STAT1 blocker	TLR4 MyD88 comp	DTT redox prof	STAT1 activator	Efa HMGR inh	Hsp70 activator	APP 5'UTR act	STAT3 inh
COCCCNS(=O)(=O)c1ccc2c(c1)CCN2C(C)=O	100	0.98	-4	6	-0.1	98	2	-0.3	-6	0
CCCCOc1ccccc1C1NC(=O)NC(C)=C1C(=O)OCCOCC (configuration not stated)	106	0.93	-8	3	1.2	108	-4	0.2	9	-4
